Screens deposited in PubChem BioAssay by several laboratories.
CHRM4 antagonist: blocks acetylcholine activation of human M4 receptor | P08173 | CHO-hM4 cells, ACh EC80, Fluo-8 calcium fluorescence | 0.73% of 360,000 active | inhibition, % at 3 µM;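 active means inhibition above its plate's cutoff, the mean inhibition of sample wells plus 3 SD, cut at about 27% in these data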;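 further: 0% = acetylcholine EC80 with DMSO and 100% = DMSO without agonist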
Target sequence (P08173 whole entry, looked up): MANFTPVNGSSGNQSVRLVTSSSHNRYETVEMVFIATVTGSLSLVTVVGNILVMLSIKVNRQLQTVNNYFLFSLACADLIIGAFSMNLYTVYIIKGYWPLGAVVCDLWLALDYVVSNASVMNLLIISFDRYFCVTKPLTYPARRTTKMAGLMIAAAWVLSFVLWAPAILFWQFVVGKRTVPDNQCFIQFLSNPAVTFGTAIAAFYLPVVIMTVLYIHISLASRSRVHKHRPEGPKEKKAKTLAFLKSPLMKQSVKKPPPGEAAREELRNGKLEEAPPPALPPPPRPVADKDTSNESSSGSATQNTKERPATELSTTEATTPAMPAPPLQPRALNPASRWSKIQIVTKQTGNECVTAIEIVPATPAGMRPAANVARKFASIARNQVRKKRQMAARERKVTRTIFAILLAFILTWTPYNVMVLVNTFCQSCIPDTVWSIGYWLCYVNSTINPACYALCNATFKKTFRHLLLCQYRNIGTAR
CRFBP-R2 agonist: CRF-BP/CRF-R2 complex agonism; 0.46% of 350,000 active; AID 588473; HEK293 CRF-R2/CRF-BP, calcium dye fluorescence (FLIPR); percent of saturating CRF peptide response; activation, % at 13.2 µM;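 active means activation of at least 50%, plus an integration ratio under a set limit after plate pattern correction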;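 further: plate controls were neutral control wells without compound for no effect and CRF at EC100 for full effect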
CHRM5 PAM: potentiates acetylcholine response at human M5 receptor. P08912. CHO-K1 hM5, Fluo-8 calcium, ACh EC20 PAM; 0% = ACh EC20, 100% = ACh EC100. activation, % at 3 µM. 0.3% of 360,000 active. AID 624038;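 active means activation above the run cutoff, the mean activation of all test compounds plus 3 SD, cut at about 18% in these data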
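Replicates: One well per compound, no replicates | System: Human M5 receptor in CHO-K1 cells | Benchmarks: Low control EC20 acetylcholine (0%), high control EC100 acetylcholine (100%) | Probe or stimulus: Acetylcholine, EC20 level | Times: Fluo-8 loading 80 min at 37 °C plus 30 min room temperature | Signal: Intracellular calcium via Fluo-8 fluorescence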
M4 PAM: potentiates acetylcholine response at human M4 receptor; P08173; CHO-K1 hM4/Gqi5, Fluo-8 calcium fluorescence, ACh EC20; 0% = ACh EC20, 100% = maximal ACh; activation, % at 3 µM; 0.4% of 360,000 active; AID 624126;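 active means activation above its plate's cutoff, the mean activation of sample wells plus 3 SD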; further: some results filed as inactive read as strong as hits
M1 antag: antagonists of human M1 muscarinic receptor; CHO-K1 hM1, Fluo-8 calcium fluorescence, ACh EC80 antagonist; inhibition, % at 3 µM; 1.3% of 360,000 active; AID 588852;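 active means percent inhibition above its own plate's cutoff, namely the mean of that plate's compound wells plus 3 SD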;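 further: peak over basal fluorescence ratio during 140 s after agonist addition; 0% = ACh EC80 plus DMSO and 100% = DMSO alone without agonist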
Target sequence (P11229 whole entry, looked up): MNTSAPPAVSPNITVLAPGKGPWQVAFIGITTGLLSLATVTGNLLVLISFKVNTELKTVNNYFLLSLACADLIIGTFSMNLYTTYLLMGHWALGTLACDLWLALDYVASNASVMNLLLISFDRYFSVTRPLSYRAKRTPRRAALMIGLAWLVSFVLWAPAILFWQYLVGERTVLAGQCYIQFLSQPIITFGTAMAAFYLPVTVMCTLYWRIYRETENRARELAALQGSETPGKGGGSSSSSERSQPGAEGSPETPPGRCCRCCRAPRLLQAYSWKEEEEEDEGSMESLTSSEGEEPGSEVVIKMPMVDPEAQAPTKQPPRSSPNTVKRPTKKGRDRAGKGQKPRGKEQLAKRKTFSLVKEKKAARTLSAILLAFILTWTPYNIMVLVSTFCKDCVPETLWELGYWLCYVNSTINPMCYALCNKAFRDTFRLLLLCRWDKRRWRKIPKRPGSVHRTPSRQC
CHRM5 antagonist: CHRM5 antagonism in calcium assay. CHO-hM5 cells, Fluo-8 calcium fluorescence, ACh EC80. inhibition, % at 3 µM. 0.59% of 360,000 active. P08912. AID 624040;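 active means inhibition above a per-plate cutoff, the mean of that plate's test compounds plus 3 SD, cut at about 27% in these data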;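 further: 0% = acetylcholine EC80 with DMSO and 100% = DMSO without agonist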
M5 ag: agonists of human muscarinic M5 receptor (CHRM5); P08912; 0.19% of 360,000 active; activation, % at 3 µM; CHO-K1 hM5 cells, Fluo-8 calcium fluorescence; 0% DMSO wells, 100% maximal acetylcholine response;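 active means activation above the run's mean over test compounds plus 3 SD, cut at about 23% in these data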;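 further: signal is peak over basal fluorescence ratio across the kinetic read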
CHRM1 PAM: human CHRM1 positive allosteric modulation; 0.088% of 360,000 active; P11229; CHO-K1 hM1, Fluo-8 calcium fluorescence, ACh EC20; 0% = ACh EC20, 100% = maximal ACh; AID 588819; activation, % at 3 µM; in the data active means activation above about 19%, passing the limit was not always enough
CHRM4 agonist: CHRM4 agonism in calcium assay; CHO-K1 hM4/Gqi5, Fluo-8 calcium fluorescence; vehicle 0%, full acetylcholine response 100%; 0.14% of 360,000 active; activation, % at 3 µM; P08173; AID 624127;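 active means activation above the run mean over all test wells plus 3 SD, cut at about 32% in these data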;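 further: peak over basal fluorescence ratio per well then scaled between controls; 0% = DMSO wells and 100% = acetylcholine at EC100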
Numbers without * were called inactive; nt = not tested or not shown.

SMILES	CHRM4 antagonist	CRFBP-R2 agonist	CHRM5 PAM	M4 PAM	M1 antag	CHRM5 antagonist	M5 ag	CHRM1 PAM	CHRM4 agonist
Cc1nc(SCC(=O)NCc2ccco2)c2c3c(sc2n1)CCCC3	-5	-1.5	-6	-1	-2	3	-6	0	0
C[C@H](CO)N1C[C@H](C)[C@@H](CN(C)C)Oc2c(NC(=O)Cc3ccccc3)cccc2C1=O	-1	1.8	4	8	-13	-9	-1	9	0
Nc1nc2ccc(C(=O)NC3CCCCC3)cc2s1	-3	-0.4	-1	3	-11	2	-1	5	0
COc1ccc(CN2CCN(Cc3ccco3)CC2)cc1OC	-2	1.4	5	1	-9	5	1	4	0
Cc1ccc(NC(=O)C(=O)NCCN2CCN(S(=O)(=O)c3ccccc3)CC2)cc1C	-2	0.9	-8	3	-18	12	1	4	4
COc1cc(Oc2ccccc2)nc(N)n1	-2	-1.9	13	11	-3	-11	0	3	1
Cn1c(C(=O)NCc2ccccn2)cc2c(=O)n(C)c3ccccc3c21	1	1.0	-10	-3	-8	8	3	-2	3
COC(=O)/C=C/c1cc(F)ccc1S(=O)(=O)NC(C)(C)C	3	2.9	10	10	-1	-1	0	12	2
COc1ccc(C2CC(c3ccccc3)=NN2c2ccc(S(N)(=O)=O)cc2)cc1OC (stereo unspecified)	12	3.5	6	-5	2	-7	5	9	8
C/C=C/Cn1c(N2CCCCCC2)nc2c1c(=O)[nH]c(=O)n2C	-1	-0.4	-2	9	-14	-7	0	1	1
Cc1sc(NC(=O)C2CCCO2)c(C#N)c1C (stereo unspecified)	8	-1.2	-3	10	7	-1	-1	1	-1
CN(C)C(=O)c1cccc(-c2cc(NC=O)c3ncc(-c4ccc(F)cc4)n3c2)c1	1	nt	4	2	-3	-6	3	2	4
CCc1ccc2oc(-c3cccc(NC(=O)c4cccnc4)c3)nc2c1	21	2.8	-13	-9	20	10	4	-4	16
CCCCC(=O)N(C)c1c(CC)nc2c(OCC(=O)N3CCOCC3)cccn12	-3	nt	-1	2	-15	7	-2	9	1
CN(C)c1nc(N)c2ncc(=S)[nH]c2n1	-5	0.0	1	2	-7	-17	3	9	2
COc1cc(C2NC(=O)NC(C)=C2[N+](=O)[O-])cc(OC)c1OC (stereo unspecified)	2	-0.1	5	-3	1	10	7	-1	0
Cc1c(CCO)c(=O)[nH]n1S(=O)(=O)c1ccc(F)cc1	-11	0.3	-2	12	-18	2	-4	15	1
CC(O)CC(C(=O)NNc1ccccc1)C(=O)NNc1ccccc1 (stereo unspecified)	-6	-0.9	-14	3	13	14	-2	-4	8
CC(C)C1Cc2c(sc3ncnc(NN)c23)CO1 (stereo unspecified)	-4	1.9	-2	-5	-9	13	-2	3	2
COCCCNC(=O)Cn1ccc(NC(=O)OCc2ccccc2)nc1=O	-11	-2.2	-4	10	-14	0	1	8	1
Cc1ccc(-c2nnn(CC(=O)N(c3ccccc3)C(C(=O)NC(C)(C)C)c3cccs3)n2)o1 (stereo unspecified)	0	2.4	-1	8	-9	-2	-7	5	1
CCOC(=O)N1CCC(NC(=O)c2cc(COc3ccc(F)cc3Cl)on2)CC1	-8	-2.0	-6	11	6	12	-2	4	1
CC(c1nnc(SCC(=O)c2c(N)n(C)c(=O)n(C)c2=O)n1-c1ccc(Cl)cc1)N(C)C (stereo unspecified)	8	-0.9	3	-2	-9	-7	1	10	1
CCc1ccc(-c2nc(CS(=O)CC(=O)NCc3ccc4c(c3)OCO4)c(C)o2)cc1 (stereo unspecified)	-11	0.0	3	-4	-9	9	-5	9	0
COc1cc(/C=N\NC(=O)Cn2nnc3ccccc32)cc(OC)c1OC	7	0.5	-3	6	-4	17	-4	2	0
CCCCCN(C(=O)CSc1n[nH]c(-c2ccc(C)cc2)n1)c1c(N)n(CCCC)c(=O)[nH]c1=O	-11	-0.4	6	5	-16	5	-3	4	0
CCCOc1ccc(N2CC(C(=O)Nc3ccc4c(c3)OCO4)CC2=O)cc1 (stereo unspecified)	-4	-5.7	-2	6	-20	5	0	12	0
Cn1nnnc1SCC(=O)Nc1cc(C(C)(C)C)nn1-c1ccccc1	0	0.3	9	-1	-7	-1	0	3	1
O=c1[nH]c(CN2CCCCC2)ccc1O	-1	-1.1	0	0	1	5	0	-4	0
Cc1ccc(F)c(NC(=O)c2ccc(Cn3cc(Cl)cn3)cc2)c1	-2	6.1	5	-4	3	-3	9	6	7

2 entries from above in a different format:
| CHRM4 antagonist | CRFBP-R2 agonist | CHRM5 PAM | M4 PAM | M1 antag | CHRM5 antagonist | M5 ag | CHRM1 PAM | CHRM4 agonist | structure |
| --- | --- | --- | --- | --- | --- | --- | --- | --- | --- |
| 1 | nt | 4 | 2 | -3 | -6 | 3 | 2 | 4 | CN(C)C(=O)c1cccc(-c2cc(NC=O)c3ncc(-c4ccc(F)cc4)n3c2)c1 |
| 21 | 2.8 | -13 | -9 | 20 | 10 | 4 | -4 | 16 | CCc1ccc2oc(-c3cccc(NC(=O)c4cccnc4)c3)nc2c1 |

Remaining list, next part:
SMILES	CHRM4 antagonist	CRFBP-R2 agonist	CHRM5 PAM	M4 PAM	M1 antag	CHRM5 antagonist	M5 ag	CHRM1 PAM	CHRM4 agonist
COc1cccc(CNC(=O)C2CCN(S(=O)(=O)N3CCCC3)CC2)c1	-10	0.0	4	2	-4	-6	1	2	2
COc1ccc(N2CC(NS(=O)(=O)c3ccc(F)cc3)CC2=O)cc1 (stereo unspecified)	7	-0.8	-5	-2	-8	5	2	3	3
CC(C)NC(=O)C1(C)CN(S(C)(=O)=O)CC(=O)N1CCc1ccc(O)cc1 (stereo unspecified)	-4	nt	0	2	nt	1	-1	nt	2
CCOC(=O)N1CCN(C(=O)CCc2cc(OC)c(OC)c(OC)c2)CC1	-4	-1.2	-6	0	-20	16	-5	16	1
COC(=O)c1cccc(NC(=O)CSc2nc3cccnc3n2C)c1	6	0.1	-30	-10	19	11	5	-14	14
O=C(NCCN1CCNC1=O)C1CCC(=O)N(Cc2cccc(C(F)(F)F)c2)C1 (stereo unspecified)	-6	-1.9	7	3	-12	0	-5	13	1
O=C(NCCCn1ccnc1)c1cccc(Br)c1	-2	-0.6	3	2	-11	5	-3	11	1
Oc1ccccc1C=NCCN=Cc1ccccc1O	-15	-1.5	1	16	-19	5	-2	14	1
C/C(N)=C(/C#N)C(=O)CSc1nnc(COc2cc(C)ccc2C)o1	2	1.4	-9	-1	-4	-1	6	-5	16
CC(OC(=O)c1cccc(S(=O)(=O)N(C)C)c1)C(=O)NCC(=O)Nc1ccc(F)c(F)c1F (stereo unspecified)	-5	1.9	12	4	1	-3	3	11	4
COc1ccc2[nH]cc(C3N4CC5(C)CN3CC(C)(C4)C5=O)c2c1 (stereo unspecified)	4	3.3	-2	1	-2	5	1	1	2
COc1ccc(OCCOc2ccc(C)nc2[N+](=O)[O-])cc1	4	-0.3	-3	-7	-9	-1	-1	8	1
CCn1cc(C(=O)NCCCN(CC(C)C)CC(C)C)c(=O)c2cc(S(=O)(=O)N3CCOCC3)ccc21	3	0.2	1	-2	-2	-3	-8	0	0
Cc1cc2nc(-c3ccc[nH]c3=O)n(Cc3ccc(F)cc3)c2cc1C	-12	0.6	2	6	-12	9	0	11	4
Cc1ccc(NC(=O)C2C3C=CC4(O3)C2C(=O)N(CCCN2CCCC2)C4C(=O)NC2CCCCC2)cc1Cl (stereo unspecified)	-7	-0.2	4	-8	-8	2	-2	9	1
CN(CCCNC(=O)C1CCC(CNS(=O)(=O)c2ccccc2)CC1)Cc1ccccc1 (stereo unspecified)	-4	-0.2	3	3	-10	-4	-6	5	0
CCn1c(C)c(C)c2cc(C(=O)NCCCN3CCCCC3)ccc21	-13	0.5	3	6	-9	4	-6	5	1
CC(NC(=O)c1ccco1)C12CC3CC(CC(C3)C1)C2 (stereo unspecified)	5	1.1	-8	-8	17	4	5	-9	14
C=CCn1c(-c2cccc([N+](=O)[O-])c2)n[nH]c1=S	4	1.7	3	3	3	-2	-3	1	1
CCc1c(C)sc(NC(=O)c2ccco2)c1C(=O)N1CCOCC1	9	-4.2	-5	5	-4	-5	1	4	1
CCC(CC)=NNc1ccc([N+](=O)[O-])cc1[N+](=O)[O-]	-13	0.2	6	7	-11	1	1	13	1
COC(=O)C1(Cc2cc(-c3ccccc3)no2)CCN(C(=O)OC(C)(C)C)CC1	0	-0.2	-2	-2	-6	2	-1	1	7
CN=c1oc2ccc(Cl)cc2cc1C(N)=O	2	-3.1	-4	5	-5	2	-1	5	1
c1cnc(Oc2ccc(-c3nnco3)cc2)cn1	-24	1.8	-3	6	-3	-3	-2	1	1
O=c1[nH]c2ccccc2s1	-16	-1.3	-1	2	-1	-5	1	-2	2
COc1ccc(NC(=O)c2ccc3c(=O)n(Cc4ccco4)c(=S)[nH]c3c2)c(OC)c1	2	0.9	-3	5	-1	6	-2	2	5
COc1cccc(C(=O)Nc2ccc(-n3nncc3C(C)(C)C)cc2)c1	-4	-1.3	-10	-12	-1	19	2	1	15
COC(=O)CC(c1ccc(C#N)cc1)n1c(C)ccc1C (stereo unspecified)	-1	-2.1	-10	-5	-4	6	0	6	1
COc1ccccc1OCC(=O)N/N=C1/C=C(C)CC1	-10	-0.3	3	2	-5	-7	-4	12	1
CCCOc1ccc(C2CC(=O)NC2=O)cc1 (stereo unspecified)	-2	-2.1	7	3	-6	8	-3	2	0
COc1cc(/C=C(\NC(C)=O)C(=O)Nc2ccccc2C)ccc1OC(C)=O	6	-1.7	-1	9	-8	-4	1	8	1
O=C(CSc1nc2cc(Cl)ccc2o1)N1CCOCC1	-8	1.1	-3	7	-25	12	0	9	1
Cc1cc(Cl)ccc1OCCCC(=O)NCCCn1ccnc1	-13	-1.4	5	5	-3	-1	-11	2	3
CC(C)c1ccc(-n2c(-c3ccccc3)c[n+]3c2CCc2ccccc2-3)cc1	29*	7.7	-14	-20	26	29*	-8	-21	8
CC(NC(=O)COC(=O)Cc1ccc(-c2ccccc2)cc1)c1ccccc1 (stereo unspecified)	-2	2.1	-10	5	-5	6	-4	10	3
c1ccc(OCCSc2nc3ccccc3o2)cc1	3	0.4	2	-5	1	2	2	-3	0
C=CCOc1cccc(NC(=O)c2ccccc2SC)c1	-3	-1.8	-2	7	-8	4	-1	1	4
COc1cccc2cc(C(=O)N3CCN(C(=O)c4ccco4)CC3)c(=O)oc12	1	0.4	2	1	0	-2	-1	6	1
N#Cc1c(-c2ccccc2)nc(-c2ccncc2)[nH]c1=O	-14	-0.8	6	19	0	-7	-3	3	1
C[C@H](CO)N1C[C@H](C)[C@@H](CN(C)S(=O)(=O)c2cn(C)cn2)Oc2ccc(NC(=O)Cn3cnnn3)cc2C1=O	-2	-0.8	-7	6	3	8	3	1	1
COc1ccc(CCNC(=O)CNCC2CCCCC2)cc1OC	2	-3.3	1	6	15	4	-2	-2	1
Cc1ccc(C(=O)Nc2nnc(C3CCCCC3)s2)o1	5	3.2	-1	0	-4	-7	6	4	1
COc1ccc(CNC(=O)CNC(=O)c2ccc(C(C)(C)C)cc2)cc1OC	7	-0.7	-7	-10	-10	15	-4	14	2
